AMA1-RON2 inh: disrupts binding of P. falciparum AMA1 to RON2. AlphaScreen AMA1-biotinylated RON2 peptide binding. Potency, µM (series often up to 58.2 µM), without a hit: top-dose activity change, negative = inhibition, hits mostly inhibitors. 360,000 compounds, 0.2% hits;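 note: 0% = vehicle wells and -100% = peptide control; nearly all actives have a fitted effect of over 45% in size; some results filed as inactive show a strong effect at the top dose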
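AMA1 (3D7) with his tag at 25 nM final met compounds first, then biotinylated RON2 peptide at 25 nM; detection used donor plus acceptor beads, 10 µg/mL apiece, read by AlphaScreen after 30 min at room temperature.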
TbPYK inhibitor: blocks Trypanosoma brucei pyruvate kinase | Potency, µM (series often up to 76.8 µM), for inactives: at the highest dose activity, negative = inhibition, actives largely listed as inhibitors | TbPYK enzyme, Kinase-Glo Plus ATP luminescence, 45 min | 410,000 compounds, 0.12% hits; note: nearly all actives have a fitted effect of over 50% in size
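ADP (130 uM final) triggers the TbPYK reaction after compound addition; incubation is 45 min at room temperature. Kinase-Glo Plus is then added and luminescence imaged. Normalized data are fitted to concentration-effect curves.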
An asterisk follows results filed as active; ? = inconclusive; [ ] = remark or other dose. Calls come from the whole dose curve; as a rule, active = well fitted curve in the direction sought with a large enough effect; inconclusive = small, poorly fitted or top-dose-only effect, or another doubt; inactive = no such curve, though single readings can be large; an effect the other way counts as inactive or inconclusive. Unless noted, % is set by controls: 0 for no effect and ±100 for the full control effect; potency is the fitted concentration of half-maximal effect.

Molecule,TbPYK inhibitor,AMA1-RON2 inh
NC(=O)C(CCCCN1CCCCC1)(c1ccccc1)c1ccccc1,-1%,19%
Cc1cc2ccccc2nc1-c1ccccc1F,9%,8%
O=[N+]([O-])c1ccc(CSc2ccc(S(=O)(=O)N3CCCCC3)cn2)cc1,-17%,-3%
Cc1cc(=O)n(Nc2ccccc2)c(O)c1C#N,?,11%
C[C@H]1[C@@H](c2ccccc2)Oc2ccc(Cl)cc2S(=O)(=O)N1Cc1ccc(F)cc1F,1%,-1%
CC(C)Cc1nnc(NC(=O)C2CCCN(C(=O)c3ccc(Cl)cc3)C2)s1 (stereo not given),-6%,-10%
CCC(C)c1ccc(S(=O)(=O)N2CCN(C(=O)c3ccc(Cl)c(S(=O)(=O)N4CCOCC4)c3)CC2)cc1 (stereo not given),2%,-10%
CCOC(=O)N1CCN(S(=O)(=O)N2CCCC(C(=O)NCc3ccccc3OCC)C2)CC1 (stereo not given),0%,-2%
Cc1cccc(S(=O)(=O)Nc2ccc(S(=O)(=O)Nc3nccs3)cc2)c1,2%,-5%
CCc1ccc(N2CC(C(=O)N3CCN(S(=O)(=O)c4cccc(F)c4)CC3)CC2=O)cc1 (stereo not given),2%,44%[activator]
CCOC(=O)C[C@H]1c2ccc(C(F)(F)F)cc2S(=O)(=O)N1C(C)(C)C,1%,28%
Cn1c(=O)c2cc(NC(=O)NCc3ccc(F)cc3)ccc2n1Cc1cccc(C(F)(F)F)c1,2%,-2%
CSc1ncnc2c1ncn2CCCNCC1CCCCC1,0%,-2%
O=C(Cn1cc(C(F)(F)F)ccc1=O)OCC(=O)c1ccc[nH]1,7%,12%
CCN=C(NCC)SC1CC(=O)N(CCc2ccccc2)C1=O (stereo not given),2%,-6%
Nc1ccc2c(c1)Cc1cc(N)c(Cl)cc1-2,-20%,?
C[C@H](NC(=O)c1nc[nH]c1C(=O)N[C@@H](CCCCN)C(=O)OC(C)(C)C)C(=O)OCc1ccccc1,-7%,106%[activator]
COC(=O)c1ccc(CN=C(NS(=O)(=O)c2ccccc2)c2ccccc2)cc1,-1%,-10%
Cc1ccc(NC(=O)CN2CCN(C(=O)c3ccco3)CC2)cc1S(=O)(=O)N(C)C,35%[activator],-5%[11.6 µM]
COc1ccc(NC(=O)c2ccc(S(=O)(=O)N3CC(C)OC(C)C3)cc2)cc1 (stereo not given),1%,0%
COc1cc2cnc(CCCC#N)cc2cc1OC,-8%,5%
COCCNC(=O)C1CCCN(Cc2cccc(C#N)c2)CC1 (stereo not given),-2%,1%
CC(C)(C)OC(=O)C[C@@H]1C/C=C\C[C@H](CC(=O)N(CCO)Cc2ccccc2)C(=O)N[C@@H](Cc2ccccc2)COC1=O,-5%,-1%
CCCCn1c(N)c(N(CCC(C)C)C(=O)COC(=O)/C=C/c2ccc(F)cc2)c(=O)[nH]c1=O,1%,-11%
O=C(COC(=O)/C=C/c1ccc(F)cc1)NC1CCCCCC1,6%,33%
CCOc1ccc(CCN2C(=S)N([C@@H](CC(C)C)CN3CCCC3CN3C(=S)NC[C@@H]3Cc3ccccc3)C[C@@H]2CC(C)C)cc1 (stereo not given in full),-8%,25%
CC(=O)O[C@@H]1C[C@H](c2ccccc2)OC(=O)CCCCC1=O,5%,-7%
C=CCNC(=O)c1cc2cc(Cl)ccc2nc1N,4%,-7%
COc1ccc(CC(N)c2csc(NC(=O)c3cc(C(C)(C)C)nn3Cc3ccccc3)n2)cc1 (stereo not given),0%,85%[activator]
CCNC(=O)C1(C)CCN(C(=O)c2cc(C)oc2C)C1 (stereo not given),0%,-5%
COc1ccc(OC)c(/C=C/c2ccnc3ccccc23)c1,0%,-9%
O=C(COC(=O)C1CCC1)Nc1ccc(Cl)cn1,0%,9%

Random excerpt: 5 entries already listed, in no set order.
Molecule,TbPYK inhibitor,AMA1-RON2 inh
CCNC(=O)C1(C)CCN(C(=O)c2cc(C)oc2C)C1 (stereo not given),0%,-5%
CC(=O)O[C@@H]1C[C@H](c2ccccc2)OC(=O)CCCCC1=O,5%,-7%
C=CCNC(=O)c1cc2cc(Cl)ccc2nc1N,4%,-7%
CCOc1ccc(CCN2C(=S)N([C@@H](CC(C)C)CN3CCCC3CN3C(=S)NC[C@@H]3Cc3ccccc3)C[C@@H]2CC(C)C)cc1 (stereo not given in full),-8%,25%
O=C(COC(=O)C1CCC1)Nc1ccc(Cl)cn1,0%,9%

Going on with the list:
Molecule,TbPYK inhibitor,AMA1-RON2 inh
CN(Cc1ccccc1)C(=O)c1csc([C@@H]2O[C@H](CO)[C@@H](O)[C@H]2O)n1,-10%,23%
CCOC(=O)C1=CN(Cc2ccco2)S(=O)(=O)N(CC)C1c1ccc(F)c(Cl)c1 (stereo not given),-6%,-3%
COc1ccc(-c2c(-c3ccsc3)oc3ccc(N4CCOCC4)cc23)cc1,-6%,-9%
CCc1nc2c(OCc3ccc(C#N)cc3)cccn2c1N(C)C(=O)C(C)C,-6%,-27%
CC1(Cc2ccc(Cl)c(Cl)c2)C(=O)Nc2c(Cl)ccc(Cl)c21 (stereo not given),-7%,-1%
Cc1nc2cc(-c3ccc(Cl)cc3)nn2c(C)c1CCC(=O)N1CCC2(CC1)OCCO2,1%,1%
O=C(COC(=O)/C=C/c1cccc(F)c1)NC(=O)NC1CCCC1,-6%,-15%
O=C(/C=C/c1ccccc1)CC(=O)c1ccccc1,-1%,84%[activator]
CCOCCN1CCN(C2c3ccccc3CSc3ccccc32)CC1 (stereo not given),27%,-28%
CN1CCn2cnc(C(=O)N3CCN(c4ccccc4)CC3)c2C1=O,7%,-2%
C[C@H](CO)N1C[C@H](C)[C@@H](CN(C)Cc2ccc(Cl)c(Cl)c2)Oc2c(NC(=O)C3CCOCC3)cccc2C1=O,5%,8%
COc1ccc(C2=NOC(Cn3nc(-c4ccccc4)cc3C(=O)NCc3cccc(Br)c3)C2)cc1 (stereo not given),0%,-5%
Cc1ccc(S(=O)(=O)NCCC(=O)NC2CCCCC2)cc1,-4%,-11%
O=C(Cc1ccc(NC(=O)C2CCN(C(=O)C3CCCC3)CC2)cc1)Nc1cccc(C(=O)N2CCCCC2)c1,5%,?
C[C@@H]1CN([C@@H](C)CO)C(=O)c2cc(C#CC3CCCCC3)cnc2O[C@@H]1CN(C)S(=O)(=O)c1ccc(F)cc1,?,1%
CCN(CC)CCN(C)C(c1ccnc2ccccc12)c1nnnn1-c1ccc2c(c1)OCCO2 (stereo not given),7%,14%
COc1ccc(/C=C2\SC(=O)N(CCCC(=O)Nc3ccc(C(=O)O)cc3)C2=O)cc1,6%,-3%
CC(C)C[C@@H](CN)NC(=O)c1nc[nH]c1C(=O)N[C@@H](CC(C)C)C(=O)CNC[C@H](C)NC(=O)c1nc[nH]c1C(=O)N[C@@H](C)C(=O)O,6%,73%[activator]
CCN(CC(=O)NC(C)C)C(=O)c1cc(S(=O)(=O)N2CCCCC2)ccc1N1CCCCC1,-1%,-9%
CNc1nc(NCc2ccccc2)c2sccc2n1,11%,-3%
O=C(CN1C(=O)NC(c2ccccc2)(c2ccccc2)C1=O)NCc1ccco1,-1%,3%
Nc1nc(SCc2ccccc2)c2ncn(C3CCCCC3)c2n1,-5%,0%
COc1ccc(NS(=O)(=O)N2CCCCC2)cc1,2%,-3%
Cc1ccc(S(=O)(=O)NC(=O)C2(C)CCN2C(=O)C2CC2)cc1 (stereo not given),-7%,2%
CC(C)(C)[C@@H]1COC(=O)[C@H](Cc2ccc(F)cc2)C/C=C\C[C@@H](CC(=O)NCCO)C(=O)N1,1%,-2%
COc1ccccc1C(=O)NCCCCNC(=O)c1ccccc1OC,4%,-12%
Cc1ccc(CN2C(=O)CCC2(C)c2nnnn2-c2c(C)cccc2C)cc1 (stereo not given),-14%,7%
CCCS(=O)(=O)NC(=O)C1(C)CCCN(C(=O)c2c(F)cccc2F)C1 (stereo not given),1%,13%
CCc1nc2c(OCc3ccc(C(=O)OC)cc3)cccn2c1N(C)C(=O)CC(C)C,4%,17%
Cc1cc(N(C)C(=O)c2ccc3c(c2)S(=O)(=O)c2cc(Cl)ccc2C3=O)c(C(F)(F)F)o1,1%,-4%
C[C@@H]1CN([C@H](C)CO)C(=O)CCCn2cc(nn2)CO[C@H]1CN(C)C(=O)Nc1cccc(F)c1,-10%,-3%
CCCn1c(SCC(=O)N2CCc3ccccc3C2)nc(O)cc1=O,-2%,0%
CCCC(=O)N1CCC1(C)C(=O)Nc1ccc2c(c1)CCN2C(C)=O (stereo not given),0%,16%
CCN(CC)C(=O)C1CCCN(C(=O)c2ccc3nc(-c4cccc(OC)c4)oc3c2)C1 (stereo not given),1%,4%
Cc1ccc(S(=O)(=O)NCN2C(=O)c3ccccc3C2=O)cc1,-12%,7%
CC1=C(C(=O)N2CCOCC2)CC(CC(=O)NCCc2ccccn2)C(=O)N1CCC1=CCCCC1 (stereo not given),-3%,9%
C=CCSc1nc2sc3c(c2c(=O)[nH]1)CC(C)(C)OC3,-1%,-1%
O=C(NCc1cccnc1)c1cc(C2CCCN(C(=O)c3ccccn3)C2)on1 (stereo not given),3%,10%
Cc1ccccc1S(=O)(=O)NC(=O)C1(C)CCN1C(=O)Cc1cccs1 (stereo not given),2%,8%
O=c1c(OCc2ccccc2)cccn1Cc1ccccc1,1%,-5%
CCOC(=O)c1c(C)[nH]c(C)c1C(=O)COC(=O)Cc1ccc(OC)c(OC)c1,-1%,8%
O=C(C[C@@H]1C[C@@H]2c3cc(NC(=O)C4CCC4)ccc3O[C@@H]2[C@@H](CO)O1)NCc1ccc(Cl)cc1,4%,1%
COc1cccc(-c2cnc(C(O)c3ccc(F)c(F)c3)[nH]2)c1 (stereo not given),2%,-4%
CN(CC(=O)Nc1cccc(F)c1)C(=O)c1ccc(OCc2cn3ccccc3n2)cc1,9%,-6%
CC(=O)Nc1ccc(Nc2nc3ccccc3nc2NS(=O)(=O)c2ccc(Cl)c([N+](=O)[O-])c2)cc1,-7%,27%
CC(C)C[C@H]1CN(CCCC[C@@H]2CNC(=O)C(=O)N2CCc2ccccc2)C(=O)C(=O)N1CCc1ccc(O)cc1,5%,-4%
O=C(CCN1C(=O)NC2(CCCC2)C1=O)Nc1ccc(Sc2ccc(Br)cc2)cc1,4%,-10%
C[C@H](NC(=O)[C@@H]1CCCN1C(=O)OC(C)(C)C)c1ccccc1,2%,2%
CCCCNc1c(-c2ccc(F)cc2)nc2nc(C)cc(C)n12,5%,8%
C(=NN=Cc1c[nH]c2ccccc12)c1c[nH]c2ccccc12,4%,-18%
O=C(CCNC(=O)c1ccc(Br)cc1)Nc1ccc(S(=O)(=O)N2CCOCC2)cc1,1%,-2%
CC(C)(C)n1nnnc1C(c1ccccc1)N1CCN(C/C=C/c2ccccc2)CC1 (stereo not given),1%,-1%
Cn1c(NCCc2ccncc2)nc2cc(-c3ccccc3)sc2c1=O,2%,33%[activator]
COc1ccc(Cl)cc1NC(=O)CSc1cccc[n+]1[O-],-12%,-5%
COc1ccc(NC(=O)Cn2nc(C(=O)O)c3ccccc3c2=O)cc1S(=O)(=O)N1CCCCC1,-9%,2%
Cc1cn(CC(=O)NCC(C)c2ccccc2)c(=O)[nH]c1=O (stereo not given),0%,1%

(next part)
Molecule,TbPYK inhibitor,AMA1-RON2 inh
Cc1ccc(S(=O)(=O)N2C[C@H]3[C@H]4C(=O)N(c5ccccc5)C(=O)[C@H]4CC(=O)[C@H]3[C@@H]2c2ccc(Cl)cc2)cc1,7%,10%
Cc1ccc2cccc(CC(=O)NN)c2c1,0%,73%[activator]
O=C1c2cccc(Cl)c2C(=O)N1c1ccccn1,4%,-1%
CCc1nc2ccc(C(=O)Nc3ccc(Cl)c(Cl)c3)cn2c1N(C)Cc1ccc(OC)cc1,4%,-3%
CC(C)(C)Cc1c(-c2ccc(Br)cc2)nc2ccc(Cl)cn12,6%,0%
COC(=O)c1ccc(COC(=O)CNC(=O)C2CCCCC2)cc1,-3%,18%
Nc1ncnc2c1ncn2[C@@H]1O[C@H](CNC(=O)[C@@H](N)Cc2ccc(C(=O)c3ccccc3)cc2)[C@@H](O)[C@H]1O,0%,3%
O=C(NC1CCCCCCC1)c1ccc(Br)cc1,2%,-6%
Cc1nn(C)c(C)c1NC(=O)CSc1nc(Cc2ccccc2)nc2c1cnn2-c1ccccc1,-6%,12%
CCN(CC)CCCN=C1N[C@@H](c2cccc(F)c2)C(C(=O)OC)=C(C)N1Cc1ccccc1,-7%,9%
COCCNc1oc(/C=C/c2cccs2)nc1S(=O)(=O)c1ccccc1,4%,25%
O=C(C1CCCCC1)N1C[C@H](n2cc(-c3ccc(F)cc3)nn2)[C@@H](O)C[C@@H]1c1ccc(Cl)cc1,7%,-2%

Some of the compounds tested. The share of hits here may be higher or lower than overall.
